Screening data from PubChem BioAssay.
Luciferase inh: Photinus pyralis luciferase inhibition. P08659. AID 1347043. Potency, µM (doses to about 115 µM), for the others: at the highest dose activity change, negative = inhibition, usual class: inhibitors. 76,000 tested, 2.5% active. purified P. pyralis luciferase, luminescence, biochemical; also: potency is read from the fitted curve at half-maximal effect; nearly all actives have a fitted effect of over 65% in size
Target sequence (P08659 whole entry, looked up): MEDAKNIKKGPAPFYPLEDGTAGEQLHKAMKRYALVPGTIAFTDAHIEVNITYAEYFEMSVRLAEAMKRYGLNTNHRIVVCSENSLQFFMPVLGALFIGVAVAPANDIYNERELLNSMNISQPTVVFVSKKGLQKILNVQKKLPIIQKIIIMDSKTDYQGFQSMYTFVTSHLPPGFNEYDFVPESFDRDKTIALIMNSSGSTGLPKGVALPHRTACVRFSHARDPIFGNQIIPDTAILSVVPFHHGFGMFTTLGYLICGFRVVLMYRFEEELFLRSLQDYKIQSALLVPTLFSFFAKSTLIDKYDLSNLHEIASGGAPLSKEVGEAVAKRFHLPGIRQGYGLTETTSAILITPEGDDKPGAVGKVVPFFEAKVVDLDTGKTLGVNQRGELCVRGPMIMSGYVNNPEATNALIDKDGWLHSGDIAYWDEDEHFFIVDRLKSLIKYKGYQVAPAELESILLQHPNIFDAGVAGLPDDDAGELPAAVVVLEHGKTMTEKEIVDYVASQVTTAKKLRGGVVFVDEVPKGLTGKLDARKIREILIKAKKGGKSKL
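Purified P. pyralis luciferase (10nM final) in 50mM Tris acetate pH 7.5, 10mM Mg acetate, 0.01% Tween-20, 0.05% BSA with 10uM D-luciferin and 10uM ATP. Compounds titrated qHTS. Luminescence imaged on CCD.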
3T3 cytotox: NIH 3T3 cell cytotoxicity. 94,000 tested, 4.3% active. NIH 3T3 viability, CellTiter-Glo ATP luminescence, 48-72 h. Potency, µM (titrated, usually from 96.7 µM), for the others: at the top dose activity change, negative = cytotoxicity, usual class: inhibitors; also: potency is read from the fitted curve at half-maximal effect; nearly all actives have a fitted effect of over 55% in size
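NIH 3T3 cells at 400 cells/well received 23 nL of compound by pintool and were incubated 48 or 72 h at 37 °C. Viability was read as ATP-coupled CellTiter-Glo luminescence.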
IP6K1 inhibitor: IP6K1 kinase inhibition. activity change, % (series mostly up to about 58 µM). IP6K1 kinase, ADP-Glo luminescence, 2 h; stronger effect = lower value. Q92551. 140,000 tested, 0.81% active; in the data active = activity change below about -25%
Target sequence (Q92551 whole entry, looked up): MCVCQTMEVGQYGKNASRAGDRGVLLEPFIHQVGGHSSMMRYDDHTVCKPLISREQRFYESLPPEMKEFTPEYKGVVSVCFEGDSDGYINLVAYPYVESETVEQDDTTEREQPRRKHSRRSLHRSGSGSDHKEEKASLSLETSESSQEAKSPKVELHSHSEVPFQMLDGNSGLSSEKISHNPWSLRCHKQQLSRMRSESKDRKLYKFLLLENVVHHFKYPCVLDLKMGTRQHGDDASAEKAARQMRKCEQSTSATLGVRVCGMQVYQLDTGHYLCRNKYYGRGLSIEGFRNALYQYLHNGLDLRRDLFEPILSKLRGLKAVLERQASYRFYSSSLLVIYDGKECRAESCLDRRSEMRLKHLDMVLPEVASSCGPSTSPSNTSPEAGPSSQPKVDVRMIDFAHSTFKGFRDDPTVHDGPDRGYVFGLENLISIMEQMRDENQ
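ADP-Glo luminescence measures ADP made by human IP6K1 during a 2 h RT reaction with ATP/IP6 (mix at 1.3 mM/130 uM); top library doses 57.5 and 19.1 uM final.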
HEK293 tox: cytotoxic compounds in HEK 293 cells | HEK 293 viability, ATP luminescence (CellTiter-Glo), 48-72 h | Potency, µM (highest dose often 115 µM), inactives show at the highest dose activity change, negative = cytotoxicity, most hits filed as inhibitors | 94,000 tested, 6.6% active; also: potency is read from the fitted curve at half-maximal effect; nearly all actives have a fitted effect of over 60% in size
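Pintool-delivered compounds were incubated with HEK 293 cells (250 cells/well) at 37 degree Celsius for 48 or 72 hr. ATP-dependent luminescence (CellTiter-Glo) then reported remaining viable cells.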
GPT2 inhibitor: inhibitors of human GPT2 alanine aminotransferase; AID 1671188; Recombinant GPT2, coupled pyruvate oxidase/HRP Amplex Red fluorescence; 100,000 tested, 0.25% active; Potency, µM (titrated, usually from 57.7 µM), inactives show at the highest dose activity change, negative = inhibition, most hits filed as inhibitors; also: potency is read from the fitted curve at half-maximal effect; nearly all actives have a fitted effect of over 60% in size; many of its hits are not listed in these tables
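Fluorescence read-out: pyruvate from GPT2 turnover coupled to pyruvate oxidase, HRP and Amplex Red (0.2mM ThPP, 0.2U/mL PO and HRP, 50uM Amplex final). Substrates 250uM a-KG, 2mM L-alanine; enzyme 10ng/uL; 30 min RT.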
SNCA viab count: cell viability loss counter-screen. HEK-293-SNCA-luc viability, GF-AFC fluorescence, 24 h. 150,000 tested, 0.12% active. Potency, µM (top dose mostly 57.1 µM), for inactives: at the top dose activity change, negative = cytotoxicity, hits mostly cytotoxic;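 also: potency is read from the fitted curve at half-maximal effect; 0% = DMSO-treated cells and -100% = medium-only wells without cells; nearly all actives have a fitted effect of over 30% in size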
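Cytotoxicity counterscreen: after 24 h compound treatment of genome-edited SNCA-luciferase HEK-293 cells, live-cell protease substrate GF-AFC read by fluorescence after 30 min; activity scaled between DMSO (0%) and medium-only (-100%), curves Hill-fitted.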
SNCA expr inhib: reduces expression of the alpha-synuclein gene; Potency, µM (doses to about 57.2 µM), for inactives: top-dose activity change, negative = inhibition, hits mostly inhibitors; 140,000 tested, 0.17% active; HEK-293 SNCA-luciferase knock-in, luminescence, 24 h;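 also: potency is read from the fitted curve at half-maximal effect; plate controls were DMSO cells for no effect and cell-free wells for full effect; nearly all actives have a fitted effect of over 45% in size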
An asterisk follows results filed as active; i = inactive; ? = inconclusive; . = no result given; & = joins results of further samples; ! = repeats disagree; [ ] = another dose, or the depositor's remark. Unless noted, calls follow the shape of the dose curve; as a rule, active = well fitted curve in the direction sought with a large enough effect; inconclusive = small, poorly fitted or top-dose-only effect, or another doubt; inactive = no such curve, though single readings can be large; an effect the other way counts as inactive or inconclusive. Unless noted, % is scaled to controls: 0 for no effect and ±100 for the full control effect. Some of the compounds tested, so the mix of outcomes need not match the whole.

smiles	Luciferase inh	3T3 cytotox	IP6K1 inhibitor	HEK293 tox	GPT2 inhibitor	SNCA viab count	SNCA expr inhib
O=C(c1cc(Cl)ccc1F)N1C[C@@H](CO)[C@H](c2ccncc2)C1	-1%	-18%	-8	3%	i	-5%	18%
CCN1C(=O)CCN(CC2CCCCC2)CC12CCOCC2	8%	-14%	-10	?	i	3%	23%
C[C@H]1[C@@H]2[C@@H](O)C([C@H](C)C(=O)N(C)Cc3cccnc3)CC[C@@]2(C)CC[C@@H]1NC(=O)C1CCCCC1 (some centres undefined)	-2%	?	11	-6%	i	5%	-10%
CCc1ccc(CN(Cc2ccco2)C(=O)c2cc(-c3ccc(C)c(F)c3)on2)cc1	.	.	-3	.	.	2%	-10%
COc1ccc(-c2ccc(C(=O)N3Cc4[nH]cnc4CC3C(=O)O)o2)cc1 (centres undefined)	12%	-1%	-5	-1%	-6%	9%	19%
Cc1ccc(Cl)cc1N1CCN(CCCNc2ncnc3onc(-c4ccc(F)cc4)c23)CC1	.	.	8	.	.	-2%	35%[activator]
CN(C)C(=O)c1cc2c(s1)CCC(C(=O)N1CCN(c3ccccc3)CC1)C2 (centres undefined)	2%	?	38	?	2%	3%	20%
O=C(c1ccc(F)cc1)N1CCC2(CC1)CC(=O)N(c1ccccc1)c1ccccc1O2	0%	?	-7	?	i	7%	-15%
CCN(CC)c1cc(CCC(=O)N(C)CCc2ccncc2)ccn1	0%	-17%	-4	-7%	i	-7%	-10%
COc1ccc(-n2cc(C(=O)NCc3ccccc3Cl)c3ccccc3c2=O)cc1	.	.	13	.	.	-3%	-24%
Cc1ccc(S(=O)(=O)C(CNC(=O)C(=O)NCCc2ccc(Cl)cc2)c2cccs2)cc1 (centres undefined)	.	.	9	.	.	2%	0%
CNC(=O)c1noc([C@@H]2CC(F)(F)CN2Cc2ccc(C)cn2)n1	-8%	0%	5	1%	i	8%	-15%
CC1CN(C(=O)N2CCC(C(=O)NCc3ccco3)CC2)c2cc(Cl)ccc2O1 (centres undefined)	.	.	-3	.	.	-11%	-23%
Cc1cccc(-c2cccc(CN3CCCC(C(=O)NCC4CC4)C3)c2)c1 (centres undefined)	.	?	-14	?	4%	-9%	-15%
Cc1noc(C)c1C(=O)N[C@H]1[C@H](O)[C@H](O)C[C@@H]1c1ccccc1	0%[172 µM]	-13%[174 µM]	7	-9%[172 µM]	i	3%[87.6 µM]	-2%[87.6 µM]
Cc1ccc([S+](=O)([O-])N2CCC3(CCN(Cc4cccs4)c4ccccc4O3)CC2)cc1	-7%	-11%	-8	-4%	?	?	-9%
O=C1COCC2(CN1Cc1cccc(OC(F)(F)F)c1)CN(C(=O)c1cn[nH]c1)C2	-8%[172 µM]	-9%[138 µM]	13	?	1%[88.5 µM]	2%[87.6 µM]	6%[87.6 µM]
O=C(Nc1ccc(F)cc1)c1cc2cc3ccc(Cl)cc3nc2o1	.	.	18	.	.	-7%	-3%
O=C(NC1CCCCC1)C1CN(C(=O)COc2ccc(F)cc2)CC12CCOCC2 (centres undefined)	-1%	3%	14	0%	3%	7%	2%
COc1ccccc1-c1ccnc(N[C@H]2CO[C@H]3[C@@H]2OC[C@@H]3NS(=O)(=O)c2ccc(NC(C)=O)cc2)n1	-7%	?	-6	?	-35%	-4%	-7%
CCc1ccccc1NC(=O)C1CCN(C2=NS(=O)(=O)C(c3ccc(C)c(C)c3)=C2C)CC1	.	.	-7	.	.	-3%	9%
COc1ccc(NC(=S)N[C@H]2C[C@H]3C(=O)NC[C@@H](CCC(=O)NC4CC4)N3C2)cc1	0%[172 µM]	i	9	i	-17%[88.5 µM]	4%[87.6 µM]	12%[87.6 µM]
c1cnc2nc(-c3ccsc3)[nH]c2c1	?	?	7&-8	126µM*!	-10%&-1%[88.5 µM]	-17%&-4%[87.6 µM]	22%&32%[87.6 µM]
CC1(C)CCC[C@@]2(C)[C@H]1[C@H](O)C=C1COC(=O)[C@@]12O	.	.	13	.	i	-9%	.
CNC(=O)[C@@H]1CN(S(=O)(=O)c2ccc(F)cc2F)C[C@H]1COC	6%	4%	-7	-5%	i	2%	37%[activator]
CC(C)N1C(=O)C2(CCCC2)C1C(=O)NCCCN1CCCC1 (centres undefined)	-1%	5%	1	i	i	7%	-4%
CCCC(=O)N1Cc2ccccc2CC2(CCCCN2C)C1 (centres undefined)	.	i	-3	-13%	1%	-8%	-20%
C/C1=C\C[C@H](O[C@@H]2O[C@H](CO)[C@@H](O)[C@H](O)[C@H]2O)/C(C)=C/[C@H]2OC(=O)[C@H](C)[C@@H]2CC1	.	.	3	.	1%[27.3 µM]	7%[23.9 µM]	.
CC(=O)N1CC2(Cc3ccccc3N(C(C)=O)C2)C1	-3%[172 µM]	4%[138 µM]	-7	5%[172 µM]	-6%[88.5 µM]	-3%[87.6 µM]	-7%[87.6 µM]
CCOC(=O)c1ccccc1NC(=O)N(C)CCc1c(C)nn(CC)c1C	.	.	14	.	.	-20%	166%[activator]

As a short view, three of the compounds above.
smiles	Luciferase inh	3T3 cytotox	IP6K1 inhibitor	HEK293 tox	GPT2 inhibitor	SNCA viab count	SNCA expr inhib
C/C1=C\C[C@H](O[C@@H]2O[C@H](CO)[C@@H](O)[C@H](O)[C@H]2O)/C(C)=C/[C@H]2OC(=O)[C@H](C)[C@@H]2CC1	.	.	3	.	1%[27.3 µM]	7%[23.9 µM]	.
CC(=O)N1CC2(Cc3ccccc3N(C(C)=O)C2)C1	-3%[172 µM]	4%[138 µM]	-7	5%[172 µM]	-6%[88.5 µM]	-3%[87.6 µM]	-7%[87.6 µM]
CCOC(=O)c1ccccc1NC(=O)N(C)CCc1c(C)nn(CC)c1C	.	.	14	.	.	-20%	166%[activator]

Next section
smiles	Luciferase inh	3T3 cytotox	IP6K1 inhibitor	HEK293 tox	GPT2 inhibitor	SNCA viab count	SNCA expr inhib
CC(C)(C)c1cc(C[C@@H]2CC[C@H](O)[C@@H](CNC(=O)C3CCC3)O2)no1	1%[172 µM]	-15%[174 µM]	-1	2%[172 µM]	-17%[88.5 µM]	-6%[87.6 µM]	14%[87.6 µM]
Cc1nnsc1C(=O)N[C@H]1CCN2C(=O)N(c3ccc(F)c(Cl)c3)C(=O)[C@@H]2C1	-3%[172 µM]	-8%[138 µM]	6	2%[172 µM]	-12%[88.5 µM]	-3%[87.6 µM]	-12%[87.6 µM]
O=C(c1cc2c(s1)CCCC2)N1CCc2c(nc3cc(-c4ccccc4)[nH]n3c2=O)C1	-12%	i	30	-4%	3%	-2%	1%
Cc1cccc(CSc2ncc(Cl)c(C(=O)Nc3nnc(C)s3)n2)c1	.	.	-16	.	.	-6%	6%
CCOC(=O)C1=CN(CC(=O)Nc2ccccc2Cl)S(=O)(=O)N=C1C	0%	-6%	-15	1%	i	4%	-14%
CCNC(=O)Nc1ccc(OCC(=O)NCc2ccccc2)nc1	-2%	i	0	i	i	5%	-15%
COc1cc(OC)c(NC(=O)Cn2cnc3nc4c(cc3c2=O)CCCC4)cc1Cl	.	.	10	.	.	?	-6%
O=C(Cn1nc2c(cc1=O)CCCCC2)NCCn1ccc2c(Cl)cccc21	8%	?	6	79µM*	i	-4%	?
COCCn1c(=O)[nH]c2cc(C(=O)N3CCN(c4ccc(Cl)cc4)CC3)ccc2c1=O	.	.	-10	.	.	4%	-3%
O=C(Nc1ccc([C@@H](O)[C@H]2COCC(=O)N2Cc2ccccc2)cc1)C1CCCC1	-15%[172 µM]	?	-1	?	2%[88.5 µM]	-3%[87.6 µM]	-19%[87.6 µM]
Cc1ccc(CCNS(=O)(=O)c2ccc3c(c2)CCN3C(=O)CCC(=O)O)cc1	.	.	10	.	.	14%	-24%
Cc1ccc(N2CCN(S(=O)(=O)c3ccc(-n4cnnn4)cc3)CC2)c(C)c1	.	.	9	.	.	5%	-5%
Cc1ccc(C)c(CSc2nnc3[nH]c(=O)cc(C)n23)c1	.	.	-7	.	.	0%	1%
CCn1nccc1C(=O)N1CCC(CCOC)(NC(=O)c2ccccc2)CC1	.	3%	4	-5%	i	20%	-11%
CNC(=O)[C@H]1C[C@H](Oc2cccnc2)CN1C(=O)NCCc1ccccc1	-3%	-11%	27	-7%	-13%	-3%	?
COc1ccc(N(C)C(=O)c2nc(-c3cccc(F)c3)n3c2CCCCC3)c(OC)c1	.	.	32	.	.	-16%	-9%
COC(=O)Cn1nc(C)c2c(C)n(-c3ccccc3)nc2c1=O	.	.	7	.	.	-7%	6%
CCC1CN(C(=O)NCc2ccc(F)cc2)c2cc(Cl)ccc2O1 (centres undefined)	.	.	2	.	.	-16%	-5%
CC(C)CCC(=O)N1CCC(N2C(=O)CCC2C(=O)NC(C)C)CC1 (centres undefined)	-8%	-3%	1	-29%	4%	-2%	-20%
CC(O)c1cc2n(n1)CCN(C(=O)Cn1nnc(-c3ccc(F)cc3)n1)C2 (centres undefined)	8%	0%	13	i	i	0%	17%
CCC(C)NC(=O)Cc1csc2nc(C)c(-c3cc(C)n(-c4ccc(C)cc4C)n3)c(=O)n12 (centres undefined)	-1%	-26%	-2	-29%	1%	-14%	15%
CCN(CC)C(=O)C(NC(=O)c1ccc(F)cc1)C1CCN(C(=O)c2ccccc2F)CC1 (centres undefined)	4%	-28%	-14	-8%	i	-8%	3%
C/C=C/C=C/C(O)=C1\C(O)=C(C)C(=O)[C@@]2(C)OC(=O)[C@@](C)(NC(=O)/C=C/C(=O)O)[C@@H]12	.	.	4	.	?	-20%[23.9 µM]	.
O=C1NC2(CCN(Cc3ccc(OC(F)(F)F)cc3)C2)COc2ccccc21 (centres undefined)	0%	?	5	?	i	1%	-5%
O=S(=O)(c1ccccc1)c1nc(-c2ccccc2)oc1N1CCN(c2cccc(Cl)c2)CC1	.	.	-1	.	.	0%	-1%
COC(=O)CNC(=O)C1CCN(c2nccc(Nc3ccccc3OC)n2)CC1	.	-24%	22	-19%	i	11%	?
Cn1cc(C(=O)N2CCn3nc(C(O)CO)cc3C2)c(=O)[nH]c1=O (centres undefined)	3%	i	10	?	-9%	-1%	-5%

Single entries from the list:
`COC(=O)CNC(=O)C1CCN(c2nccc(Nc3ccccc3OC)n2)CC1` – HEK293 tox = -19%
`COc1cc(OC)c(NC(=O)Cn2cnc3nc4c(cc3c2=O)CCCC4)cc1Cl` – SNCA expr inhib = -6%
`CC(O)c1cc2n(n1)CCN(C(=O)Cn1nnc(-c3ccc(F)cc3)n1)C2` (centres undefined) – 3T3 cytotox = 0%
